mHTT CaM bind = mHTT-calmodulin interaction abrogation; AlphaScreen His-mHTT/GST-CaM binding, luminescence; inhibition, % at 15 µM; 190,000 compounds, 3.6% hits; AID 1671202;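 also: 0% = both proteins with DMSO and 100% = one protein alone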
Target sequence (P42858 whole entry, looked up, stated change not applied): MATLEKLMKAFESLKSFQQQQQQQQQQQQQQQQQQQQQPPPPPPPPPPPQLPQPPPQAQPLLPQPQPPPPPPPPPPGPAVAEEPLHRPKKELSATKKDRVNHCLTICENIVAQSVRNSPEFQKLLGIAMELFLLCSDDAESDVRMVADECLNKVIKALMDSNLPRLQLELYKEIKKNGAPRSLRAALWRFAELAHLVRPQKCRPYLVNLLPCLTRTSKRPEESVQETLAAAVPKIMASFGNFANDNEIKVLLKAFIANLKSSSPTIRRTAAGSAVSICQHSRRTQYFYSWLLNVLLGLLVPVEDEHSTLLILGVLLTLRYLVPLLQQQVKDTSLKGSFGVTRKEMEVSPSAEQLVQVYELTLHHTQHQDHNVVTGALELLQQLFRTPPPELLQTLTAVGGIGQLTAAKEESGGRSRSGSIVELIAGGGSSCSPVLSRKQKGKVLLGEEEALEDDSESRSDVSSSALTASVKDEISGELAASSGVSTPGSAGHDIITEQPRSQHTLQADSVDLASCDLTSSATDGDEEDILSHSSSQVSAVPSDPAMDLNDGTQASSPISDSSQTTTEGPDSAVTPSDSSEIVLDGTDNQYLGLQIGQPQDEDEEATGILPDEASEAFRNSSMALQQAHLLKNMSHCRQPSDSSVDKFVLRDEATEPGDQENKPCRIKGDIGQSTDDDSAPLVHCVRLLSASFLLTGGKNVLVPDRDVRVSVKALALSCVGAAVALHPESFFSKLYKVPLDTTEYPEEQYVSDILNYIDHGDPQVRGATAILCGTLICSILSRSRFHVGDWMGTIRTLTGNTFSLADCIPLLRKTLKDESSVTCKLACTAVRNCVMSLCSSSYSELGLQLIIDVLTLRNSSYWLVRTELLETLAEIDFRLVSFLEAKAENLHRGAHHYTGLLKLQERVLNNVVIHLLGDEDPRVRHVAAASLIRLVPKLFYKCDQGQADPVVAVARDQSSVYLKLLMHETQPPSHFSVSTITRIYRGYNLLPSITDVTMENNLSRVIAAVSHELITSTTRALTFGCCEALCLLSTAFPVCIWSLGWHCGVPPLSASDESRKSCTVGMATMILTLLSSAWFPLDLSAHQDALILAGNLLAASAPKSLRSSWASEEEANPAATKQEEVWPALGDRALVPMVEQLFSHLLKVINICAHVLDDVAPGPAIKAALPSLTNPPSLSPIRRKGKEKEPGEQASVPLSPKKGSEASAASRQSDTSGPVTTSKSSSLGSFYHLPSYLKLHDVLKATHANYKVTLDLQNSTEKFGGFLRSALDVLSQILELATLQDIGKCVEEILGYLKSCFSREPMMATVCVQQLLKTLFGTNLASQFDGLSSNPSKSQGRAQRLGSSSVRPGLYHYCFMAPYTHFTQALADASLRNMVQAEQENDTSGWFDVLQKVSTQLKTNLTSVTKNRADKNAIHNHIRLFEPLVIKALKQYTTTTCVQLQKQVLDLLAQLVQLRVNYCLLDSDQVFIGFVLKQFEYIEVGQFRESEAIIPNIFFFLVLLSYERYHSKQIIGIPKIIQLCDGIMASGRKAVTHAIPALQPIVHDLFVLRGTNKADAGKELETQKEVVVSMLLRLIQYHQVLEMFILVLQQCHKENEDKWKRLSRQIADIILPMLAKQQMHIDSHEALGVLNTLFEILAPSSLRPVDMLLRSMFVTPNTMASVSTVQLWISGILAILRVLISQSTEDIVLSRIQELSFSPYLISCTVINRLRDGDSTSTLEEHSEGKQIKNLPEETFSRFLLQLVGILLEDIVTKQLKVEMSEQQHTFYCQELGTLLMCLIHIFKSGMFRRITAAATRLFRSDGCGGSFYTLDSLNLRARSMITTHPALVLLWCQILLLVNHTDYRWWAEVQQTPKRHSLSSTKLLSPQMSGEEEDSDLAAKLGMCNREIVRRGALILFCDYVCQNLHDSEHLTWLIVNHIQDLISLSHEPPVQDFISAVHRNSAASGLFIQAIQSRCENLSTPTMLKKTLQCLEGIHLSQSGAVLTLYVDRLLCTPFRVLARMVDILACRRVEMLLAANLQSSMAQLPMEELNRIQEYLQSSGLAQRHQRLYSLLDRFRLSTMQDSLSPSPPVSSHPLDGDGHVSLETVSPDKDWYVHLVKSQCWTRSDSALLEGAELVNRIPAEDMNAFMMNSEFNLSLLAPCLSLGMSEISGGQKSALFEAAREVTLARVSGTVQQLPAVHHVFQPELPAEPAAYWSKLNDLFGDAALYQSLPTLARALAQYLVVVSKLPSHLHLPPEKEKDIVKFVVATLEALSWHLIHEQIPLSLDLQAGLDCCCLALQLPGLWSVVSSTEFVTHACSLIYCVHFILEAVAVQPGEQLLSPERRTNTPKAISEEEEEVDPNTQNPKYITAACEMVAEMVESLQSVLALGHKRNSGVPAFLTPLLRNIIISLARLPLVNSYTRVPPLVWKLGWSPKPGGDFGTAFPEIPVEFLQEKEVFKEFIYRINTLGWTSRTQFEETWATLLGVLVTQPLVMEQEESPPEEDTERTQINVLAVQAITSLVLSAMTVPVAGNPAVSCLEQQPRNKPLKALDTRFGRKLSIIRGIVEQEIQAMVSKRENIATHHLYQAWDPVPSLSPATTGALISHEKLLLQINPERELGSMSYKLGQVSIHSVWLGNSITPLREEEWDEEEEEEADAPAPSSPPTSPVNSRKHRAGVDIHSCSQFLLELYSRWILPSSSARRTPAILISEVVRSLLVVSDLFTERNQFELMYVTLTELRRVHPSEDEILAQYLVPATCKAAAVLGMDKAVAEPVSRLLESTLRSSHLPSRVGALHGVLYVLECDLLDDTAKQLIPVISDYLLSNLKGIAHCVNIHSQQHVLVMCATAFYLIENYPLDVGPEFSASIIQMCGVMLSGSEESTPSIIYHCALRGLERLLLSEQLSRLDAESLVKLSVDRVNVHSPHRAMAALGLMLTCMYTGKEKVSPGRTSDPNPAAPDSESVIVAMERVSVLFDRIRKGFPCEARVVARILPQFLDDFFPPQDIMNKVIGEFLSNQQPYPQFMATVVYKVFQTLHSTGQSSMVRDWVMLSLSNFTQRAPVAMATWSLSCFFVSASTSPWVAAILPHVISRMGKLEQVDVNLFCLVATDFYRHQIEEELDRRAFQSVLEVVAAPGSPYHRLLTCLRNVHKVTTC
Pf apPOL inh = Pf-apPOL DNA polymerase inhibition | Recombinant Pf-apPOL, molecular beacon fluorescence, 1.5 h | AID 1794808 | inhibition, % at 10 µM | 210,000 compounds, 0.25% hits
An asterisk follows results filed as active; i = inactive; · = not tested or not shown; & = joins results of further samples. Rule as the data show it: active = inhibition above about 50%; inactive = the rest. A portion of the library; rates above refer to the full screens.

The first four entries as a preview:
Order of results: Pf apPOL inh	mHTT CaM bind
CN(C)C(=O)c1ccc(-c2ccnc(N3CCCCC3)n2)cc1
 : -4.0	-1.4
N#CC1=C(NC(=O)c2ccn(C(F)F)n2)CCC1
 : ·	-3.1
CCCC(=O)Nc1sc2c(c1C(N)=O)CCCC2
 : -4.1	4.4
Fc1ccc(CO/N=C2\CCCc3nonc32)c(Cl)c1
 : -3.3	i

The list itself, from the first entry:
Order of results: Pf apPOL inh	mHTT CaM bind
CN(C)C(=O)c1ccc(-c2ccnc(N3CCCCC3)n2)cc1
 : -4.0	-1.4
N#CC1=C(NC(=O)c2ccn(C(F)F)n2)CCC1
 : ·	-3.1
CCCC(=O)Nc1sc2c(c1C(N)=O)CCCC2
 : -4.1	4.4
Fc1ccc(CO/N=C2\CCCc3nonc32)c(Cl)c1
 : -3.3	i
CCOc1ccccc1NC(=O)C(=O)NCc1cccnc1
 : -1.1	-3.1
Cn1c(=O)c(N2CCN(C(=O)COc3ccc(Cl)cc3)CC2)nc2ccncc21
 : 6.1	20.1
O=C(NC1CCCCCC1)c1cc2cc3ccc(Cl)cc3nc2o1
 : -2.8	-5.0
O=C(O)c1cc(N2C(=O)c3cccc([N+](=O)[O-])c3C2=O)ccc1O
 : 1.4	-3.0
Cc1ccc(/C=C/C(=O)O)cc1S(=O)(=O)Nc1ccccc1C(=O)O
 : 1.1	3.0
Cc1cc(C)c(S(=O)(=O)n2c([N+](=O)[O-])cnc2C)c(C)c1
 : -3.7	-1.5

Five records drawn at random from the list so far, as already listed:
Order of results: Pf apPOL inh	mHTT CaM bind
CCOc1ccccc1NC(=O)C(=O)NCc1cccnc1
 : -1.1	-3.1
Cc1cc(C)c(S(=O)(=O)n2c([N+](=O)[O-])cnc2C)c(C)c1
 : -3.7	-1.5
O=C(NC1CCCCCC1)c1cc2cc3ccc(Cl)cc3nc2o1
 : -2.8	-5.0
O=C(O)c1cc(N2C(=O)c3cccc([N+](=O)[O-])c3C2=O)ccc1O
 : 1.4	-3.0
Cn1c(=O)c(N2CCN(C(=O)COc3ccc(Cl)cc3)CC2)nc2ccncc21
 : 6.1	20.1

The results go on.
Order of results: Pf apPOL inh	mHTT CaM bind
N#CC1=C2CCCCC2C(c2ccco2)C(C#N)(C#N)C1=O (configuration not stated)
 : ·	-3.6
CCN(CC)C(=S)Oc1c(Cl)cccc1Cl
 : 3.9	·
CC(=O)Cc1nsc(NC(=O)c2csc3c2CCC(C)C3)n1 (configuration not stated)
 : -2.8	7.6
Cc1cccc2nnc(N3CCN(C(=O)c4cc5c(s4)CCCC5)CC3)n12
 : 5.0	8.7
CCN(Cc1ccccc1)C(=O)c1ccc(C)c([N+](=O)[O-])c1
 : -1.2	-1.9
CCC(C)c1ccccc1NC(=O)COC (configuration not stated)
 : -7.8	0.2
CCN(CC)CCN(C)C1C2CC3CC(C2)CC1C3 (configuration not stated)
 : 0.7	-1.7
Cc1ccc(C(=O)N2CCCC2C(=O)N(C)C)cc1 (configuration not stated)
 : 1.5	4.0
COc1cc(C2OCC3(CO2)COC(c2ccc(O)c(OC)c2)OC3)ccc1O (configuration not stated)
 : -0.7	3.0
CCCc1nnc(NC(=O)CSc2ccc(NC(=O)C3CC3)nn2)s1
 : 1.6	-8.2
FC(F)(F)c1ccc2nnc(-c3ccc(Cl)cc3Cl)n2c1
 : -1.4	4.0&-5.0
O=C(Cn1cc(Cl)cn1)N1CCCC1c1cccc(F)c1 (configuration not stated)
 : 4.0	-1.6
Cc1ccc(CN2[C@@H](CC3CCCCC3)COCCS2(=O)=O)cc1
 : -5.5	-12.9
CSCCC1NC(=O)NC1=O (configuration not stated)
 : -2.0	·
N#CC1=C(N)Oc2cc(N)ccc2C1c1ccc(Cl)cc1Cl (configuration not stated)
 : -9.6	27.1
O=C(Oc1ccc2c3c(c(=O)oc2c1)CCCC3)c1ccccc1Br
 : -3.0	-13.4
O=C(CSc1ccccc1)NC1CCCCCC1
 : -2.5	-10.2
COc1ccc(S(=O)(=O)N(CC(=O)Nc2ccc(F)cc2F)Cc2ccccc2)cc1
 : -1.0	-4.9
Clc1ccc(C2C3=C(Nc4ncnn42)c2ccccc2CCC3)cc1 (configuration not stated)
 : 1.7	25.0
CCCC(=O)Nc1ccc2c(N3CCCCC3)ncnc2c1
 : -6.8	6.8
Cc1cccc2c(C(=O)O)cc(N3CCN(C)CC3)nc12
 : 1.5	1.6
Nc1c(C(=O)NC2CCCc3ccccc32)nnn1-c1cccc(C(F)(F)F)c1 (configuration not stated)
 : -3.2	-3.0
Cc1nnc(SCC2=C(C(=O)O)N3C(=O)[C@@H](NC(=O)Cn4cnnn4)[C@H]3SC2)s1
 : 11.9	·
CCCNC(=O)Cc1c[nH]c2ncccc12
 : -0.5	-7.0
O=C1C(=Cc2ccc(-c3ccc(C(F)(F)F)cc3[N+](=O)[O-])o2)C(=O)c2ccccc21
 : -4.6&-11.7	·
CCCS(=O)(=O)N1CCC(n2c(-c3ccc(F)cc3)nc3cccnc32)C1 (configuration not stated)
 : -1.3	6.6
Cc1nn(C)cc1CNC(=O)c1cccc(F)c1
 : 7.0	-3.0
CCCn1c(C2CCN(C(=O)Cc3ccc(OCC)cc3)C2)nc2cccnc21 (configuration not stated)
 : 0.6	5.8
CCCn1cc(C2=CCN(C(=O)NCC3CCCO3)CC2)c2cccnc21 (configuration not stated)
 : -9.6	5.9
CC(=O)NCCSc1c(-c2ccc(F)cc2)[nH]c2ccccc12
 : -4.0	7.0
CC(=O)c1ccc2c3c([nH]c2c1)CCCC3
 : -6.1	0.5
CC1(C)CC(=O)C2=C(C1)N(c1ncn[nH]1)C(N)=C(C#N)C2c1cccc([N+](=O)[O-])c1 (configuration not stated)
 : -0.5	3.0
CC(=NN=C(N=CN(C)C)SCc1ccc(Cl)cc1Cl)c1ccc(C)nc1
 : -7.4	·
CN(NS(=O)(=O)CS(C)(=O)=O)c1ncccc1[N+](=O)[O-]
 : -2.3	·
Cc1ccc(C)n1-c1ccc(C=NNc2ccc(F)cc2F)cc1
 : -2.6	·
Cc1nnc(NC(=O)Cc2csc(NC(=O)c3ccc4c(c3)OCO4)n2)s1
 : -0.3	-9.3
Cc1ccc(NS(=O)(=O)c2cccs2)cc1N1CCCCC1=O
 : -6.1	4.8
CC(C)C(=O)N1CCCC(c2nc(CCNC(=O)C3CCC3)cs2)C1 (configuration not stated)
 : 4.6	3.3
CCCNC(=O)c1sc2cc(F)ccc2c1Cl
 : -3.6	-30.1
Cc1ccccc1-c1nc(C2CCN(C(=O)c3ccc(Br)cc3)CC2)no1
 : 10.3	53.7*
COc1ccc(Cc2noc(-c3ccccc3Br)n2)cc1OC
 : 2.5	-38.1
CCC(=O)c1c(C)c(C)c(C)c(C)c1C
 : -4.9	·
Cc1ccc(C(=O)Nc2ccc3c(N4CCCC4)ncnc3c2)cc1
 : -0.1	16.6
Cn1nc(-c2nc(-c3ccc(F)cc3)no2)c2c1CCN(C(=O)c1ccc(F)c(F)c1)C2
 : -1.3	5.6
COc1cc(-c2nc(C(=O)N3CCCC3)cs2)ccc1OC(C)C
 : -5.5	1.0
CCOc1ccccc1NC(=O)Nc1ccc2c(c1)CC(=O)N2
 : 3.9	10.2
COCCN(CC1(C)CCOCC1)C(=O)C(C)Oc1ccccc1 (configuration not stated)
 : -5.7	-10.4
Cc1c(C(=O)NC2CC(=O)N(c3cccc(F)c3)C2)cccc1[N+](=O)[O-] (configuration not stated)
 : 2.3	-7.9
COc1cccc(OC)c1C(=O)Nc1ccc(F)c([N+](=O)[O-])c1
 : -1.8	5.0
CC1CN(C(=O)c2cc3cc(Br)ccc3oc2=O)CC(C)O1 (configuration not stated)
 : -5.2	-9.0

(cont.)
Order of results: Pf apPOL inh	mHTT CaM bind
O=C(Nc1ccc2oc(-c3cccnc3)nc2c1)c1ccccc1Cl
 : -2.1	8.0
O=C1OC(c2ccccc2F)=N/C1=C/c1cccc(F)c1
 : ·	-5.3
NC(=O)c1ccc[n+](CC(=O)Nc2ccc(C(=O)O)cc2)c1
 : 7.3	-5.0
CN1CCn2cc(S(=O)(=O)Nc3cc(F)cc(F)c3)cc2C1=O
 : 2.5	-8.1
CC1CCN(Cc2csc(N3CCN(C(=O)Cc4ccsc4)CC3)n2)CC1
 : -3.7	24.6
CCOc1ccccc1C(=O)N1CCC(c2nc(C(=O)N(C)C)c(C)o2)CC1
 : -2.8	-8.3
CN(C)c1ccsc1C(=O)NNS(=O)(=O)c1cc(C(F)(F)F)cc(C(F)(F)F)c1
 : -2.4	·
O=C(NCCc1ccccc1)N1CCCC1c1ccc(F)cc1 (configuration not stated)
 : 2.0	2.0
CCn1ccc2ccn(Cc3nc(C4CC4)no3)c(=O)c21
 : -3.4	2.9
Cc1cc2nc(Cc3ccccc3F)c(=O)[nH]c2cc1C
 : -5.8	-3.0
C#CCCCN([C@H](C(=O)OC)C(C)C)S(=O)(=O)c1ccc(F)cc1Br
 : -2.7	-31.4
CCn1ccnc(NC2CCCC2)c1=O
 : -2.7	3.6
CCN(Cc1ccccc1)S(=O)(=O)c1ccc(F)c(C(=O)Nc2ccccc2Cl)c1
 : 1.8	-22.1
CC(=O)Nc1nc2c(s1)C(=O)NCC(C)(C)C2
 : -3.8	-3.7
COc1ccc(OC)c(/C=C2/C=C(c3ccc(C)cc3C)OC2=O)c1
 : 4.1	26.0
CC(=O)Oc1ccc2c(=O)c(Oc3ccc(Cl)cc3)c(C(F)(F)F)oc2c1
 : 2.1	·
Cc1ccc(-c2nnc(SCC(=O)Nc3cccc(Cl)c3C)o2)cc1
 : -0.6	0.5
COc1ccc(CC(=O)N2CCC(COc3ccccc3C(=O)N3CCCC3)CC2)cc1
 : -0.9	9.0
O=C(O)COc1ccc(NC(=O)Cc2ccc(Cl)cc2)cc1
 : -2.5	-3.2
Cn1c(=O)c(N2CCN(C(=O)c3ccc(F)c(Cl)c3)CC2)nc2ccncc21
 : 1.2	12.7
CC(C)=C1C2C=CC1C1C(=O)N(c3cc([N+](=O)[O-])ccc3Cl)C(=O)C21 (configuration not stated)
 : -5.4	6.0
COc1ccccc1/C=C/C=C1\N=C(c2ccc(C)c(C)c2)OC1=O
 : -12.7	26.0
COc1cccc(C2C(C(=O)Nc3ccccn3)=C(C)Nc3nnnn32)c1OC (configuration not stated)
 : 5.8	2.0
CCOc1ccc(N(C(C)C(=O)Nc2cc(C)ccc2C)S(C)(=O)=O)cc1 (configuration not stated)
 : 4.2	4.7
Cc1c(C(=O)ON=C(N)c2ccc(C(F)(F)F)cc2)sc2cc(C(C)(C)C)sc12
 : -4.0	·
CCOc1ccc(S(=O)(=O)N(C)C)c2ccccc12
 : -0.4	-21.3
CC(C)c1ccc(C(=O)NCc2ccc3c(c2)OCO3)cc1
 : -0.8	2.3
COc1cc(C(CCN2CCCC2)c2c(OC)cc(OC)c3c2OC(=O)CC3c2ccc(N(C)C)cc2)cc(OC)c1OC (configuration not stated)
 : -3.7	75.0*
O=[N+]([O-])c1ccc(-c2noc(-c3ccnc(Cl)c3)n2)o1
 : -7.6	3.0
CC(C)(C)c1cnnn1-c1ccc(NC(=O)COc2ccccc2)cc1
 : -6.3	13.0
COc1ccccc1Cc1nc(-c2ccc([N+](=O)[O-])cc2)no1
 : 0.9	12.6
COc1ccc(CCNC(=O)CCCc2cn(C)c3ccccc23)cc1OC
 : -10.2	31.0
CCOC(=O)COc1nc(-c2cccs2)cc(-c2ccco2)c1C#N
 : -4.3	·
O=C(Nc1ccc(F)c(Cl)c1)/C(=C\c1ccc2c(c1)OCO2)NC(=O)c1ccccc1Cl
 : -2.2	-5.0
CCOc1ccc(C(=O)Nc2ccc3ncnc(N4CCCCC4)c3c2)cc1
 : 1.0	4.5
N#Cc1nc(COc2ccc(Cl)cc2)oc1N1CCCCC1
 : -7.8	34.0
O=C1CC(c2ccccc2)=NN1c1ccc([N+](=O)[O-])cc1
 : -9.4	91.0*
NNC(=O)/C(=C\c1cccc([N+](=O)[O-])c1)NC(=O)c1ccc(Br)o1
 : 0.9	15.6
CC(=O)N1N=C(c2ccccc2)OC12CCCCCC2
 : 8.2	-45.0
COc1cc(Cc2ccc(NC(C)=O)c(OC)c2)ccc1NC(C)=O
 : -3.7	-0.4
CC(C)NC(=O)NC1CCN(C(=O)c2ccccc2)C1 (configuration not stated)
 : 1.6	-0.2
COC(=O)c1sccc1NS(=O)(=O)c1cccc2nsnc12
 : 0.6	·
COc1ccc(C(=O)N2CCCC(c3nnc(-c4ccccc4)o3)C2)cc1 (configuration not stated)
 : -1.0	-2.5
Cc1ccc(CN2C(=O)NC3(CCN(C(=O)c4cc(C)cc(C)c4)CC3)C2=O)cc1
 : -5.8	0.8
CCn1c(=N)c(C(=O)NCC2CCCO2)cc2c(=O)n3cccc(C)c3nc21 (configuration not stated)
 : -6.5	-1.0
CC(C)CC(=O)N1CCCC(COc2cccc(C(=O)NC3CC3)c2)C1 (configuration not stated)
 : -4.9	2.8
O=C1c2ccccc2C(=O)N1CC1=NCCc2ccccc21
 : -5.5&-6.4	-3.0&-3.3
N/C(=N\O)c1ccc(NC(=O)c2ccco2)cc1
 : 6.7	i
O=S(=O)(NCCc1ccccc1)c1ccc2[nH]c3c(c2c1)CCCC3
 : -0.7	94.9*
CSc1cccc(NC(=O)c2cn3c(n2)COCC3)c1
 : -3.1	4.2

Other records.
Order of results: Pf apPOL inh	mHTT CaM bind
CCC(=O)Nc1cccc(-c2noc(C3CCCN(C(=O)c4cccc(F)c4)C3)n2)c1 (configuration not stated)
 : -3.2	2.4
O=C(Nc1ccccc1I)c1ccc(Cl)cc1[N+](=O)[O-]
 : 4.4&-6.7	25.0&3.4
Cc1noc2c1/C(=N\O)CC(C)(C)C2
 : ·	i
COc1cccc(NC(=O)C(=O)NCCCOC(C)C)c1
 : -8.0	-18.7
Cc1ccc(C)c(C2C(C#N)=C(N)OC3=C2C(=O)CC(C)(C)C3)c1 (configuration not stated)
 : 0.2	3.7
